Screening data (PubChem BioAssay)
PAFAH2 inh = inhibitors of human PAFAH2; AID 492956; 0.99% of 340,000 active; inhibition, % at 3.39 µM; recombinant PAFAH2, FP-rhodamine activity probe, fluorescence polarization;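 active = inhibition above the mean over all tested compounds plus 3 SD, cut at about 30% in these data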;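 note: inhibitors block probe labeling of enzyme so polarization drops; 0% = enzyme with DMSO and 100% = wells lacking PAFAH2 protein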
GSTO1 inh = blocks human GSTO1 in RBBP9 counter-screen | P78417 | recombinant GSTO1, activity-based probe fluorescence polarization | inhibition, % at 5.96 µM | 1.1% of 300,000 active | AID 1974;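 active = inhibition above the campaign mean inhibition plus 3 SD, cut at about 35% in these data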;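 note: 0% = GSTO1-1 with DMSO and 100% = wells lacking GSTO1-1 enzyme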
PAFAH1B3 FP inh = blocks human PAF acetylhydrolase 1B catalytic subunit 3. Q15102. 0.28% of 340,000 active. inhibition, % at 3.39 µM. recombinant PAFAH1B3, FP-rhodamine probe, fluorescence polarization;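 active = inhibition above the screen-wide average of all tested compounds plus 3 SD, cut at about 25% in these data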;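 note: 0% = enzyme with DMSO only and 100% = wells lacking PAFAH1B3 protein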
Target sequence (Q15102 whole entry, looked up): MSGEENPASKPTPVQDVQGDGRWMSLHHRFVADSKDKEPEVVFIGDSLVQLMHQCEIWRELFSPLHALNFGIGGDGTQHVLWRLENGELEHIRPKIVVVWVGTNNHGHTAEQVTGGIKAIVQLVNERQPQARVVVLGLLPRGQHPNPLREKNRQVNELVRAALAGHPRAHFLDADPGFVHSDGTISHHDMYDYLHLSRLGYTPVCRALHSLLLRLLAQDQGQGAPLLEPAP
PAFAH1B2 inh = inhibitors of human PAFAH1B2. P68402. recombinant PAFAH1B2, FP-rhodamine activity probe, fluorescence polarization. inhibition, % at 3.39 µM. 1.2% of 340,000 active. AID 492953;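 active = inhibition above the mean of all tested compounds plus 3 SD, cut at about 24% in these data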;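 note: 0% = enzyme with DMSO and 100% = wells lacking PAFAH1B2; many of its hits are not listed in these tables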
PAD4 inh = inhibitors of human PAD4. Q9UM07. recombinant PAD4, RCA probe fluorescence polarization. inhibition, % at 6.36 µM. 0.41% of 330,000 active. AID 485272;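 active = percent inhibition above a cutoff equal to the mean of all tested compounds plus 3 SD, cut at about 15% in these data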;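 note: 0% = PAD4 with RCA probe and DMSO and 100% = probe without PAD4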
pPAFAH inh = pPAFAH (human) enzyme inhibition; Q13093; recombinant pPAFAH, FP-rhodamine probe fluorescence polarization; inhibition, % at 3.39 µM; 1.5% of 330,000 active;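 active = inhibition above the mean inhibition across the screen plus 3 SD, cut at about 25% in these data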;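 note: inhibitors block binding of the rhodamine activity-based probe so polarization drops; 0% = enzyme with DMSO and 100% = wells lacking pPAFAH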
PREPL inhibitor = inhibits the human prolyl oligopeptidase-like enzyme. inhibition, % at 5.96 µM. 0.68% of 320,000 active. recombinant PREPL, fluorescence polarization activity-based probe. Q4J6C6. AID 2751; in the data active = inhibition above about 43%;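 note: 0% = enzyme with DMSO and 100% = wells lacking enzyme; many of its hits are not listed in these tables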
Target sequence (Q4J6C6 whole entry, looked up): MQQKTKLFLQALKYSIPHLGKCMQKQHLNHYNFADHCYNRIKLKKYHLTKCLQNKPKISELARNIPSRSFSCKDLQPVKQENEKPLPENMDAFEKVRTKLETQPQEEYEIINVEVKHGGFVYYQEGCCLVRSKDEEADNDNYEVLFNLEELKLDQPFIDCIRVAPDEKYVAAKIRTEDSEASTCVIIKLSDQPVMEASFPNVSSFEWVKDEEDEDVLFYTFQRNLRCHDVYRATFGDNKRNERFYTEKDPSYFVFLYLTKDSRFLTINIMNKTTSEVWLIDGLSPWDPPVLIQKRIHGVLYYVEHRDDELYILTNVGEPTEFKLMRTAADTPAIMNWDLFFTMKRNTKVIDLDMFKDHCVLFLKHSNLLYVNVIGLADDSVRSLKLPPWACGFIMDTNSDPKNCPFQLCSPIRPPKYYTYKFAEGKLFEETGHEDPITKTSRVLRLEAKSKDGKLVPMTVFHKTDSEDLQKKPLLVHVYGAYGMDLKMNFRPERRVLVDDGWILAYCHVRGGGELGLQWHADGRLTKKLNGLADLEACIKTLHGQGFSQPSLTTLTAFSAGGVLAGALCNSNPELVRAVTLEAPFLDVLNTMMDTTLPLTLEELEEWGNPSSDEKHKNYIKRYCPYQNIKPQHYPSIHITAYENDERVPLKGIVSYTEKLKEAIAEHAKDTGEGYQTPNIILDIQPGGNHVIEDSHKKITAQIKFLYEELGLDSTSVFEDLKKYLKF
LYPLA2 counter = LYPLA2 (human) inhibition in PME1 counter-screen | O95372 | recombinant LYPLA2, FP-Rh probe fluorescence polarization | inhibition, % at 5.9 µM | 0.38% of 320,000 active | AID 2177;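 active = inhibition above the screen-wide mean plus 3 SD, limit set per campaign, cut at about 26% in these data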;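 note: 0% = LYPLA2 with DMSO and 100% = wells lacking LYPLA2 enzyme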
LYPLA1 counter = blocks human lysophospholipase 1, a PME1 counter-screen | O75608 | recombinant LYPLA1, FP-Rh probe fluorescence polarization | inhibition, % at 5.9 µM | 0.16% of 320,000 active;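 active = inhibition above the mean of all tested compounds plus 3 SD, set per campaign, cut at about 14% in these data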;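 note: inhibitors block serine hydrolase probe labeling of LYPLA1 so polarization falls; 0% = enzyme with DMSO and 100% = wells lacking LYPLA1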
Starred values were filed as active, the others as inactive; x = not tested or not shown. Some of the compounds tested; the hit share may differ from the screen's.

SMILES	PAFAH2 inh	GSTO1 inh	PAFAH1B3 FP inh	PAFAH1B2 inh	PAD4 inh	pPAFAH inh	PREPL inhibitor	LYPLA2 counter	LYPLA1 counter
CCOC(=O)c1oc2cccc(O)c2c1CN(Cc1ccccc1)C(C)=O	0	4	12	1	1	3	-4	-4	1
COC(C(=O)NC1CCCCCCC1)c1ccccc1 (configuration not stated)	2	-3	6	2	-3	-4	3	5	3
CCC(=O)c1ccc(OCC(O)CN2CCN(c3ccccn3)CC2)cc1 (configuration not stated)	-3	1	-1	-2	1	4	7	3	-2
CCN(CCNS(=O)(=O)c1ccc2c(c1)oc(=O)n2C)c1ccccc1	-5	11	7	12	-2	-1	-4	-1	3
COc1ccc(N2CC(C(=O)N3CCOCC3)CC2=O)cc1 (configuration not stated)	-6	5	3	-6	2	-3	3	-4	0
C[n+]1cccc(C(=O)NCC2CCCO2)c1 (configuration not stated)	5	4	6	-2	3	-2	8	5	5
CCOC(=O)C1=C(CCc2ccccc2)NC(=O)NC1c1ccc(Br)cc1 (configuration not stated)	-2	-3	8	11	-5	8	12	-1	-9
COc1ccccc1CNC(=O)CNC(=O)N1CC(=O)Nc2ccccc21	0	-4	3	5	-1	0	2	1	9
Cc1nc(NC(=O)/C=C/c2ccc(F)cc2)sc1C(=O)N(C)C	-12	8	-3	0	-2	1	18	2	-1
CC(C)C(C(=O)NC1CCCC1)N(CC1CCCO1)C(=O)CNS(=O)(=O)c1ccc(F)cc1 (configuration not stated)	11	8	2	2	5	1	1	1	4
O=C(Nc1cccc2c1CCCC2)c1ccc(Cl)c([N+](=O)[O-])c1	4	4	-1	4	0	9	1	8	-1
CCOC(=O)CSc1nnc(Cc2ccc(OC)cc2)n1-c1ccccc1	-3	-1	0	4	1	3	6	10	-2
Cc1[nH]nc2c1C1(CCOCC1)C(C#N)=C(N)O2	-4	8	-1	4	-1	0	-5	2	1
CCCn1nnc2ccccc2c1=O	-5	2	6	4	-2	3	1	-4	2
COC(=O)CC1COc2ccccc2N1C(=O)c1cccc(Cl)c1 (configuration not stated)	-8	-1	6	1	-1	2	-10	-7	-4

Record cards (already shown):
Profile of CCC(=O)c1ccc(OCC(O)CN2CCN(c3ccccn3)CC2)cc1 (configuration not stated) → PAFAH2 inh = -3; GSTO1 inh = 1; PAFAH1B3 FP inh = -1; PAFAH1B2 inh = -2; PAD4 inh = 1; pPAFAH inh = 4; PREPL inhibitor = 7; LYPLA2 counter = 3; LYPLA1 counter = -2
Profile of COc1ccc(N2CC(C(=O)N3CCOCC3)CC2=O)cc1 (configuration not stated) → PAFAH2 inh = -6; GSTO1 inh = 5; PAFAH1B3 FP inh = 3; PAFAH1B2 inh = -6; PAD4 inh = 2; pPAFAH inh = -3; PREPL inhibitor = 3; LYPLA2 counter = -4; LYPLA1 counter = 0

Going on with the list.
SMILES	PAFAH2 inh	GSTO1 inh	PAFAH1B3 FP inh	PAFAH1B2 inh	PAD4 inh	pPAFAH inh	PREPL inhibitor	LYPLA2 counter	LYPLA1 counter
CCCC(CNC(=O)COC(=O)C1=NNC(=O)CC1)c1ccc(Cl)cc1Cl (configuration not stated)	4	x	9	8	1	6	6	x	x
COC(=O)[C@@]1(Cc2ccc(F)cc2)[C@H]2c3cc(C(=O)N(C)C)n(C[C@H](O)CO)c3C[C@H]2CN1C(=O)c1ccccc1	1	4	7	2	-4	2	-7	14	9
Cc1ccccc1S(=O)(=O)/N=C(/c1ccccc1)N(C)C	2	-1	8	4	-4	4	8	-6	-3
O=C(c1cccs1)N1N=C(c2ccccc2)CC1c1ccccc1 (configuration not stated)	-3	-2	7	-8	-5	7	-10	-5	-2
CCCCOc1ccccc1NC(=O)Cn1c(-c2nonc2N)nc2ccccc21	2	7	8	-1	0	-2	3	-4	0
Cc1ccc(S(=O)(=O)N(C)C)cc1NC(=O)COC(=O)COc1ccc2c(C)cc(=O)oc2c1	-3	x	10	5	0	-5	1	x	x
COc1ccccc1N1CCN(C(=O)c2ccncc2)CC1	9	3	0	1	0	-5	20	-4	2
O=P(OCC1CC1)(c1ccccc1)c1ccccc1	8	6	8	0	0	1	3	1	-1
CC1CCCCC1NC(=O)c1cccc(N2C(=O)C3C4C=CC(C4)C3C2=O)c1 (configuration not stated)	-14	4	3	9	2	2	-2	7	-2
CCOc1cc(N2CCOCC2)c(OCC)cc1NC(=O)COC(=O)CCn1c(C)csc1=O	4	3	2	0	1	5	4	-1	2
Cc1ccc(NC(=O)CN2C(=O)NC(C)(c3ccccc3)C2=O)c(C)c1 (configuration not stated)	8	3	3	-3	1	1	0	-1	-1
C/C(=C\c1ccccc1)C(=O)c1c(C)cc(C)[nH]c1=O	6	5	7	3	-6	-6	2	-1	0
Cn1c(=O)[nH]c(=O)c2c1nc(Br)n2CC(O)COc1ccccc1 (configuration not stated)	7	0	1	-5	4	3	-4	5	3
CS(=O)(=O)c1ccc(C(=O)OC2CCOC2=O)cc1[N+](=O)[O-] (configuration not stated)	11	6	4	7	1	7	7	1	-1
C#CCOCCOCCOCCNc1nc(N2CCN(C(=O)[C@H]([C@@H](C)CC)n3cc([C@@H](N)CO)nn3)CC2)nc(N2CCN(C(=O)[C@H](CCCCN)n3cc([C@@H](N)C(C)CC)nn3)CC2)n1 (some centres not stated)	-9	6	8	5	4	2	12	-3	-2
COc1ccc(C)cc1NC(=O)CN1C(=O)COc2ccc(S(=O)(=O)N3CCCCCC3)cc21	3	12	8	-1	-7	4	-3	2	2
Cc1cc(NC(=O)CCC(=O)N(CC(=O)NC2CCCC2)Cc2ccccc2Cl)no1	-5	1	-1	1	-3	1	-3	-4	1
CCCCc1cn([C@@H](CCCCNC(=O)OC(C)(C)C)C(=O)N2CCN(C(=O)OC(C)(C)C)CC2)nn1	1	17	3	-2	0	5	0	3	2
O=C(NCC1COc2ccccc2O1)C1(c2ccccc2)CCCC1 (configuration not stated)	-1	0	3	23	2	1	-19	-3	-4
Cc1ccccc1NC(=S)N(CCN1CCCCCC1)Cc1cccs1	10	8	6	1	-7	3	3	2	-1
COc1ccc(NC(=O)CN(C)C(=O)CN2C(=O)NC3(CCCCC3)C2=O)cc1	0	x	1	3	1	-1	9	-3	-1
CCN(Cc1ccccc1)C(=O)c1ccc(SC)cc1OC	2	10	7	5	3	2	15	6	7
O=C(NCCS(=O)(=O)NCCc1ccccc1)c1ccccc1	-3	-2	-2	5	8	3	0	2	0
Cc1nn(C)cc1CN(C)C(=O)c1nn2c(c1Br)NC(c1cccs1)CC2C(F)(F)F (configuration not stated)	-3	5	7	5	3	0	0	5	0
Cc1c(NC(=O)c2cc(-n3cnnc3)ccc2Cl)cccc1-c1nc2ccccc2o1	5	-8	3	-8	-3	1	-5	-7	-2
COc1cc(C(=O)Nc2ccc(-c3nnc(-c4ccco4)o3)cc2)cc(OC)c1OC	-10	-7	6	-1	5	0	2	-7	-4
O=C(O)c1cc(S(=O)(=O)N2CCCCC2)ccc1N1CCOCC1	1	x	7	9	1	5	18	x	x
O=C(Cc1ccccc1)NCCS(=O)(=O)N1CCN(c2cccc(Cl)c2)CC1	-4	-11	-4	8	4	3	-73	10	1
COC(=O)C1=NN(C(=O)c2cccc(Br)c2)C(O)(c2ccc(Cl)cc2)C1 (configuration not stated)	19	-13	11	12	-5	19	-2	1	-2
O=C(N/N=C/c1cccc([N+](=O)[O-])c1)c1ccccc1-n1cccc1	1	-5	3	0	1	0	-11	-4	1
O=C(/C=C/c1ccc([N+](=O)[O-])cc1)c1cccs1	0	-20	7	3	-6	-4	-16	6	0
O=C(CSc1nnnn1C1CC2C=CC1C2)Nc1ccc(C(=O)O)cc1 (configuration not stated)	0	4	-1	6	0	3	2	0	-3
COC(=O)CNC(c1ccccc1)c1cc(Br)ccc1NC(C)=O (configuration not stated)	-1	-1	2	1	4	2	4	-4	-4
COCCCNC(=O)CCc1nc(-c2ccccc2)no1	1	5	10	1	3	-2	-6	9	2
CCC(NC(=O)c1ccccc1NC(=O)c1ccccc1)C(=O)OC (configuration not stated)	-1	5	0	4	0	-4	-1	-6	2
CNS(=O)(=O)c1cccc(C(=O)OCC(=O)Nc2ccc(OC)cc2[N+](=O)[O-])c1	31*	-1	3	-1	-2	8	12	4	0
Cn1c(O)c(C(C#N)=C2N=c3ccccc3=N2)c2ccccc21	8	3	4	-2	4	3	3	0	-1
CCc1ccc(C(=O)COC(=O)C2=NN(c3ccccc3)C(=O)CC2)cc1	3	x	5	-4	4	21	2	x	x
CCN1CCN(Cc2ccc(C(=O)Nc3ccc(C)c(NCc4cnc(NC(=O)OC)cn4)c3)cc2C(F)(F)F)CC1	3	3	12	5	4	-1	16	4	-3
NC(=O)CN1CCN(S(=O)(=O)c2ccc(Br)cc2)CC1	2	-8	2	13	1	-8	9	5	3
CN(C)c1cc(N/N=C/c2ccccc2C(F)(F)F)nc(N(C)C)n1	-4	23	-2	-2	-9	3	0	-2	1
O=[N+]([O-])c1cc(Cl)c2cccnc2c1O	5	19	8	-5	-7	7	19	-1	2
Cc1ccc(S(=O)(=O)N2CCC(C(=O)NCCc3ccccc3)CC2)cc1	1	-1	-5	7	3	1	-6	0	0
COc1ccc(C(=O)c2ccc([N+](=O)[O-])cc2)cc1S(=O)(=O)N1CCC(C(=O)O)CC1	-3	3	9	0	-3	7	3	9	1
CN1C(=O)Cn2c1nc1ccccc12	1	2	1	2	0	2	8	-4	-1
O=C(Nc1cccc(S(=O)(=O)NC2=NCCC2)c1)c1ccccc1OC(F)F	4	2	8	2	6	4	5	2	0
Cc1ncc(CSc2nnnn2-c2ccccc2)c(N)n1	7	2	8	1	0	1	-5	2	-1
O=C1C(c2ccncc2)=C(O)c2ccccc21	6	-9	10	3	-10	0	-2	-1	-2
O=C(CN1CCOCC1)NCCC12CC3CC(CC(C3)C1)C2	21	0	3	16	-4	9	-7	-4	-2
COc1ccccc1CC(NC(C)=O)C(=O)NC1CCN(C(=O)Nc2ccccc2F)CC1 (configuration not stated)	11	-6	12	5	0	1	-10	-1	-2
C=CCn1c(N)c(C(=O)Nc2ccccc2OC)sc1=S	4	9	3	5	0	8	0	5	1
Cc1ccc2nc(Cl)c(/C=N/NC(=O)c3ccccc3O)cc2c1	-1	-9	12	8	-3	3	8	-1	-5
COc1ccc(OC)c(/C=N/NC(=O)c2cc3c(OC)cccc3[nH]2)c1	4	2	12	13	1	25*	31	-24	-15
CS(=O)(=O)Nc1ccc(C(=O)N2CCCC2)cc1	3	-4	-4	0	0	-3	-6	6	2
COc1ccc(CC(=O)N2CCCC(CNC(=O)c3ccccc3Cl)C2)cc1 (configuration not stated)	-2	4	9	-3	1	6	2	5	7
N#CC1=C(N)n2c(s/c(=C\c3ccco3)c2=O)=C(C#N)C1c1ccco1 (configuration not stated)	15	18	8	3	-1	53*	8	-4	-2
O=C(CCC(=O)Nc1ccccc1)NNC(=O)C(c1ccccc1)c1ccccc1	4	-2	0	5	0	0	-2	1	2
CCCCOc1ccccc1C1C(C(=O)OC)=CN(CC)C=C1C(=O)OC	3	-9	-3	1	1	3	-3	2	0
COc1cccc(/C=C2\SC(=S)N(C(Cc3ccccc3)C(=O)O)C2=O)c1 (configuration not stated)	33*	-4	0	5	1	3	-3	-4	-1
CC1CCN(C(=O)COC(=O)c2cc3ccccc3cc2O)CC1	4	-3	3	2	-1	3	25	9	-3
N#CC(=C1CCCC1)c1nc(-c2ccc(Cl)cc2)cs1	-3	-3	1	1	-4	6	-9	-14	-7
